NCOA1 inh – inhibitors of human steroid receptor coactivator 1 (SRC1); 0.12% of 360,000 active; inhibition, % at 3.6 µM; HEK293 GAL4-SRC1 luciferase reporter, luminescence;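 active = inhibition above the campaign mean plus 3 SD, with each screening campaign given its own cutoff, cut at about 60% in these data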;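 note: 0% = DMSO treated cells and 100% = gossypol at 36 µM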
NOD2 RIPK2 PPI – inhibitors of human NOD2-RIPK2 interaction; O43353; CHO BLA complementation NOD2-RIPK2, CCF4 ratio; inhibition, % at 4.98 µM; 0.38% of 360,000 active; in the data active = inhibition above about 21%;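 note: 0% = vehicle only and 100% = reference blocker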
COUP-TFII inh – inhibitors of human COUP-TFII (NR2F2); P24468; HEK293T NGFI-A luciferase reporter, luminescence; inhibition, % at 8.6 µM; 0.7% of 370,000 active; AID 686940;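 active = inhibition above a per-plate cutoff, mean inhibition of test wells between control levels plus 3 SD, cut at about 38% in these data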;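 note: cells cotransfected with COUP-TFII expression vector driving the NGFI-A reporter; 0% = median of COUP-TF2 test wells and 100% = reporter-only cells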
TWEAK Fn14 block – TWEAK-Fn14 signaling inhibition; TWEAK-stimulated Fn14 reporter cells, luciferase luminescence, 8 h; inhibition, % at 10 µM; 2% of 360,000 active; AID 1159606; in the data active = inhibition above about 50%
Exocytosis inh – lytic granule exocytosis inhibition; inhibition, % at 10 µM; 0.66% of 360,000 active; TALL-104 LAMP-1 surface exposure, flow cytometry; cells stimulated with thapsigargin and PMA;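 active = inhibition above about 55%, limit read from the data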
NCOA2 inhibitor – human SRC2 (NCOA2) inhibition; Q15596; HEK293 GAL4-SRC2 luciferase reporter, luminescence; inhibition, % at 9 µM; 0.17% of 370,000 active; AID 651957;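 active = inhibition above the mean inhibition of all tested compounds plus 3 SD, set per campaign, cut at about 52% in these data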;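 note: 0% = DMSO treated cells and 100% = cells given Gossypol at 36 µM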
NR5A2 inv ag – suppresses constitutive activity of human LRH-1. O00482. HEK293T StAR-luciferase reporter, LRH-1 transfected, 24 h. inhibition, % at 3.6 µM. 0.13% of 360,000 active;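 active = inhibition above the mean inhibition of all tested compounds plus 3 SD, cut at about 73% in these data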;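 note: 0% = DMSO wells and 100% = reporter-only cells lacking LRH-1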
TLR9-MyD88 block – inhibitors of human TLR9-MyD88 binding | Q9NR96+Q99836 | CHO BLA complementation TLR9-MyD88, CCF4 FRET ratio | inhibition, % at 4.98 µM | 0.21% of 340,000 active;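 active = inhibition above the mean over all tested compounds plus 3 SD, cut at about 21% in these data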;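 note: 0% = DMSO only wells and 100% = clavulanate BLA inhibitor control wells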
TROY signal inh – inhibitors of TROY-dependent NF-kB signaling. Q293 LMP1-TROYcd NF-kB luciferase reporter, 4 h. inhibition, % at 10 µM. 0.98% of 360,000 active;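 active = compounds whose plate-normalised and pattern-corrected inhibition of the luciferase reporter signal at the single screening dose is 50% or more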
ABHD5 PLIN5 PPI – blocks binding of human ABHD5 to perilipin-5; Q00G26+Q8WTS1; Split G. princeps luciferase complementation, luminescence, 4 h; inhibition, % at 4 µM; 0.78% of 360,000 active; AID 602281;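 active = inhibition above the mean inhibition across every tested compound plus 3 SD, cut at about 22% in these data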;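 note: 0% = DMSO only wells and the 100% control is not disclosed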
NCOA3 inh – inhibits human SRC3 coactivator; inhibition, % at 3.6 µM; 0.17% of 360,000 active; Q9Y6Q9; HEK293 GAL4-SRC3 luciferase reporter, luminescence;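 active = inhibition above a per-campaign cutoff, the mean of all compounds plus 3 SD, cut at about 60% in these data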;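 note: 0% = DMSO-treated cells and 100% = gossypol-treated cells at 36 µM; higher means less SRC3-driven luciferase light from the GAL4 reporter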
Target sequence (Q9Y6Q9 whole entry, looked up, the tested form may be a part): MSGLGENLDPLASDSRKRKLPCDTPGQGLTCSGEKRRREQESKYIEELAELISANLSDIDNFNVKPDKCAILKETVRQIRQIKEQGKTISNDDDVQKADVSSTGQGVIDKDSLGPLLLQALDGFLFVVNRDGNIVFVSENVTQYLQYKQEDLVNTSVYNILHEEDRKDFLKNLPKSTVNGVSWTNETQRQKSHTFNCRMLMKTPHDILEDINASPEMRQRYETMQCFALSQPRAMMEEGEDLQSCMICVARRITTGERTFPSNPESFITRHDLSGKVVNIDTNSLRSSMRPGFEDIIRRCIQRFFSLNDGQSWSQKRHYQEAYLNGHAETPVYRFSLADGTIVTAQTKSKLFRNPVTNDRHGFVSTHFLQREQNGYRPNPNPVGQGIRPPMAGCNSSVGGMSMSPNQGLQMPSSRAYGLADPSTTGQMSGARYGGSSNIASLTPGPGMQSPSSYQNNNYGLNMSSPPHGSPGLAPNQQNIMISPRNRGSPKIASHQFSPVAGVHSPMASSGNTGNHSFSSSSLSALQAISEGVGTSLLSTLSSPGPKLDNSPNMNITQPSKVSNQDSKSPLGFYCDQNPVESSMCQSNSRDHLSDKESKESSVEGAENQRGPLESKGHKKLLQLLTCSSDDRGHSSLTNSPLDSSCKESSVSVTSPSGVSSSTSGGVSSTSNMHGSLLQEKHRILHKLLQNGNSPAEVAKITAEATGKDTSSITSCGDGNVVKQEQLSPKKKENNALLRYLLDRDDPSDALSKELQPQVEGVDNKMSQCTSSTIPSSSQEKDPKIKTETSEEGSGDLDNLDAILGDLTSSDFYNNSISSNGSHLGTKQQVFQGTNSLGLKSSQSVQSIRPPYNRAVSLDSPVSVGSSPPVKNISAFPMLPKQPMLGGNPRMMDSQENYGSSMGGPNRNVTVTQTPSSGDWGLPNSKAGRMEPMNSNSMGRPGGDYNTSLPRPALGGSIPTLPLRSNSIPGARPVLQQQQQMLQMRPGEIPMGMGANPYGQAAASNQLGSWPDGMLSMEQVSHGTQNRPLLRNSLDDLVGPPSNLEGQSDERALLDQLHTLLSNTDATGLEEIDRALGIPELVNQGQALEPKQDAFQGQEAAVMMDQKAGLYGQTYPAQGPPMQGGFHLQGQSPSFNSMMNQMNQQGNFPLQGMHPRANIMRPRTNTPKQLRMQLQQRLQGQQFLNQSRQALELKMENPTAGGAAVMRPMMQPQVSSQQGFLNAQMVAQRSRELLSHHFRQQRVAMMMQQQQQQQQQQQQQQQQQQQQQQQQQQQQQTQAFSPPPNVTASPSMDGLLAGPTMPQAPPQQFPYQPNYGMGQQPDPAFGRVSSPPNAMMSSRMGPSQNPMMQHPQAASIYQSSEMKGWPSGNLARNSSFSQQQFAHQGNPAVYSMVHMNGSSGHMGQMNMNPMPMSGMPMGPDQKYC
* = called active by the depositor; . = no result given; & = joins results of further samples.

SMILES	NCOA1 inh	NOD2 RIPK2 PPI	COUP-TFII inh	TWEAK Fn14 block	Exocytosis inh	NCOA2 inhibitor	NR5A2 inv ag	TLR9-MyD88 block	TROY signal inh	ABHD5 PLIN5 PPI	NCOA3 inh
COC(=O)CSC1=NP(=S)(SCC(=O)OC)N2CCCC2=C1C#N (stereo not drawn)	5	6	10	-1	4	-1	17	3	-12	1	19
CCc1nc2ccccc2c(=O)n1-c1ccccc1OC	-15	-11	-8	13	-1	-14	10	8	9	3	-13
CCCCn1c(O)c(C(C)=NC(Cc2c[nH]c3ccccc23)C(=O)OC)c(=O)[nH]c1=O (stereo not drawn)	-39	5	-7	2	2	-16	-2	-6	-15	-7	1
Cc1ccc(C2CC3CCC(C2)N3Cc2ccccc2F)cc1 (stereo not drawn)	-33	-7	-1	-10	36	-7	1	-3	-8	7	3
CC(C(N)=O)N1CC(c2ccc(Cl)cc2)CC1=O (stereo not drawn)	0	-9	-5	-3	2	-10	0	-6	11	-6	-14
O=C(CCc1ccccc1)N1Cc2cc(-c3cccc(F)c3)ccc2-n2nncc2C1	-18	-16	4	3	0	5	-16	.	-61	-1	13
CCN1C(=O)NC(=O)/C(=C\c2cn(CC(=O)N3CCCCC3)c3ccccc23)C1=O	9	-12	10	42	-17	-6	5	3	23	26*	19
Cc1ccccc1-n1c(-c2ccco2)nc2ccccc2c1=O	7	4	10	8	-2	6	10	0	-2	0	17
COC(=O)c1c2[n+](cc3cc(OC)c(OC)cc13)CCc1cc(OC)c(OC)cc1-2	-1	-4	-1	-6	-5	-11	-7	-1	-2	-3	-4
CN(C)C1(CNC(=O)Nc2ccc(Cl)c(Cl)c2)CCCCC1	-1	6	-38	-15	10	-19	1	-5	-47	6	2
C[N+]1([O-])[C@@H]2CC(OC(=O)[C@H](CO)c3ccccc3)C[C@H]1[C@@H]1O[C@@H]12 (stereo partly drawn)	11	-7	-7	3	-3	14	11	-17	-6	0	-7
CC(=O)c1ccc(OCC(=O)N2CCCC(N(C)Cc3ccccc3)C2)cc1 (stereo not drawn)	5	2	-24	5	-1	-8	10	-9	-2	2	-3
Cc1nn(Cc2ccccc2Cl)c(Cl)c1C(=O)OCC(=O)NC(=O)NC1CCCCC1	4	2	-16	27	-9	-6	6	-1	-23	7	18
Cc1ccnc(NC(=O)CCCc2ccc(N(CCCl)CCCl)cc2)n1	3	0	10	18	7	-4	17	-3	-7	-5	-5
O=P(Nc1ccccc1Cl)(c1ccccc1)c1nc2c(s1)CCCC2 (stereo not drawn)	-17	-7	15	14	-1	5	12	2	11	3	3
Cc1[nH]c2ccccc2c1C(=O)C(=O)N1CCC2(CC1)OCCO2	-30	1	9	9	-3	12	-38	-7	4	-2	-39
Cc1ccccc1-c1ccc2c(c1)C1c3c(-c4ccccc4)nnn3-c3ccccc3C(=O)N1CC2 (stereo not drawn)	-2	-3	-14	-21	-3	-24	-7	.	8	2	11
COC(=O)C1=C(c2c(C)noc2C)C[C@@H]2CC[C@H]1N2C(=O)NCCNC(C)=O	-14	-8	-5	1	-10	-2	1	-4	6	1	-15
COc1ccc(CNCCc2c[nH]c3ccccc23)c(OC)c1OC	2	-7	-6	6	12	-6	12	-2	14	1	-7
O=c1c2ccccc2nc(-c2ccc([N+](=O)[O-])cc2)n1-c1ccccc1	-14	1	5	-20	-4	1	-7	4	3	3	-2
CN1CC(C(=O)c2ccc(F)cc2)C(c2ccc(F)cc2)C1 (stereo not drawn)	3	-5	14	9	-6	-11	25	2	-4	3	-11
COC(=O)C1CN(C#N)N(c2ccc(Cl)cc2)C12c1ccccc1-c1ccccc12 (stereo not drawn)	-27	58*	.	92*	69*	.	28	10	90*	74*	73*
CN1C(=O)C(O)N=C(c2ccccc2)c2ccccc21 (stereo not drawn)	6	-7	-25	22	-2	4	11	-6	-5	5	-3
COC(=O)C1=C(c2ccc(C(C)=O)cc2)C[C@@H]2CC[C@H]1N2C(=O)NC1CCCCC1	-6	-2	-12	26	65*	-4	18	-1	-8	1	-3
COc1ccn(C)c(=O)c1C#N	7	6	-1	6	-6	23	-1	-7	-6	3	-7

3 compounds out of the list, sorted by length of the SMILES, descending.
SMILES	NCOA1 inh	NOD2 RIPK2 PPI	COUP-TFII inh	TWEAK Fn14 block	Exocytosis inh	NCOA2 inhibitor	NR5A2 inv ag	TLR9-MyD88 block	TROY signal inh	ABHD5 PLIN5 PPI	NCOA3 inh
COC(=O)C1=C(c2ccc(C(C)=O)cc2)C[C@@H]2CC[C@H]1N2C(=O)NC1CCCCC1	-6	-2	-12	26	65*	-4	18	-1	-8	1	-3
COC(=O)c1c2[n+](cc3cc(OC)c(OC)cc13)CCc1cc(OC)c(OC)cc1-2	-1	-4	-1	-6	-5	-11	-7	-1	-2	-3	-4
CCc1nc2ccccc2c(=O)n1-c1ccccc1OC	-15	-11	-8	13	-1	-14	10	8	9	3	-13

Fetched by compound from above, 6 records:
SMILES	NCOA1 inh	NOD2 RIPK2 PPI	COUP-TFII inh	TWEAK Fn14 block	Exocytosis inh	NCOA2 inhibitor	NR5A2 inv ag	TLR9-MyD88 block	TROY signal inh	ABHD5 PLIN5 PPI	NCOA3 inh
COC(=O)C1=C(c2c(C)noc2C)C[C@@H]2CC[C@H]1N2C(=O)NCCNC(C)=O	-14	-8	-5	1	-10	-2	1	-4	6	1	-15
Cc1ccccc1-c1ccc2c(c1)C1c3c(-c4ccccc4)nnn3-c3ccccc3C(=O)N1CC2 (stereo not drawn)	-2	-3	-14	-21	-3	-24	-7	.	8	2	11
Cc1ccccc1-n1c(-c2ccco2)nc2ccccc2c1=O	7	4	10	8	-2	6	10	0	-2	0	17
O=c1c2ccccc2nc(-c2ccc([N+](=O)[O-])cc2)n1-c1ccccc1	-14	1	5	-20	-4	1	-7	4	3	3	-2
C[N+]1([O-])[C@@H]2CC(OC(=O)[C@H](CO)c3ccccc3)C[C@H]1[C@@H]1O[C@@H]12 (stereo partly drawn)	11	-7	-7	3	-3	14	11	-17	-6	0	-7
COC(=O)CSC1=NP(=S)(SCC(=O)OC)N2CCCC2=C1C#N (stereo not drawn)	5	6	10	-1	4	-1	17	3	-12	1	19

The results go on.
SMILES	NCOA1 inh	NOD2 RIPK2 PPI	COUP-TFII inh	TWEAK Fn14 block	Exocytosis inh	NCOA2 inhibitor	NR5A2 inv ag	TLR9-MyD88 block	TROY signal inh	ABHD5 PLIN5 PPI	NCOA3 inh
COc1ccc(CC2C(=O)N(c3ccccc3)C(=O)N(c3ccccc3)C2=O)c(OC)c1	-41	-3	-16	-6	1	-58	-77	-5	-27	7	-47
CC(C)C[C@H]1COc2cc(N3CCN(C)CC3)ccc2S(=O)(=O)N1	.	-1	-1	27	-4	16	1	.	-7	-7	.
O=c1[nH]c2ccccc2n1C1CCN(C(c2ccnc3ccccc23)c2nnnn2-c2ccc3c(c2)OCCO3)CC1 (stereo not drawn)	34	10	-8	17	-4	-8	15	.	32	15	38
CCN(CC)CCCC(C)N=C(c1ccccc1)c1c(O)n(C)c(=O)n(C)c1=O (stereo not drawn)	2	-5	12	6	1	-8	11	-10	2	0	15
COC(=NC1CCCC1)C(O)c1c[nH]c2ccccc12 (stereo not drawn)	-9	3	14	-6	-2	-12	3	-3	-18	0	-4
Cc1ccc(C(=O)O)cc1N=Nc1c(O)[nH]c(=O)[nH]c1=O	-7	0	-1	8	-5	-22	-18	-4	-7	7	16
CC(Cc1cnccn1)NCc1c(C(=O)N2CCCCCCC2)nc2ccc(Cl)cn12 (stereo not drawn)	-8	-1	-23	9	0	-21	3	8	5	8	-2
C=C1C(=O)O[C@@H]2C[C@@H](C)[C@@H]3C=CC(=O)[C@@]3(C)[C@@H](O)[C@H]12	37	8	97*	104*	3	85*	87*	11	32	82*	61
Nc1ncc2[nH]cnc2n1	-43&-8	-3&2	-6&-5	1&-13	-1&3	-22&-19	-7&12	-1&7	8&-6	-2&5	-4&-5
CN(C)C(=O)Oc1ccc2oc(=O)cc(-c3cc4ccccc4o3)c2c1	-11	-7	-2	-22	2	11	-5	3	1	2	9
CC(NS(C)(=O)=O)c1nnc2n1-c1ccc(Br)cc1C(c1ccccc1Cl)=NC2 (stereo not drawn)	22	2	-8	24	0	10	12	-6	-16	4	-9
O=c1[nH]c(=O)n(C2CCCCC2)c(O)c1C1NCCc2ccccc21 (stereo not drawn)	-2	-6	-1	-13	-2	-1	7	0	13	-2	11
COc1ccc(CCNCc2ccccn2)cc1OC	-4	-6	19	15	2	-8	15	2	-5	7	-3
S=C1Nc2ccccc2Sc2ccccc21	-37	5	3	1	-1	-49	-15	13	9	6	9
CCOC(C(=O)OCCC[N+](C)(CC)CC)(c1ccccc1)c1ccccc1	0	-12	19	-3	-6	-8	22	-5	-5	6	16
CNC(=O)Oc1c(C)[nH]ccc1=O	11	5	4	-12	-5	5	21	8	1	-4	-7
S=C=Nc1ccccn1	-26	3	-1	9	-3	-28	-10	-10	-35	-6	-30
Cc1ccc(OP(=O)(Nc2cccc(C)c2)Oc2ccc(C)cc2)cc1	15	-14	-1	8	28	-5	20	0	19	-10	4
CN(C(=O)Oc1ccc(C(C)(C)C)cc1)c1ccccc1	-31	-10	-19	-42	-1	-53	-22	0	-26	1	-27
Cc1ccc(-n2c(C)cc(/C=C3/C(=O)NC(=O)N(Cc4ccco4)C3=O)c2C)cc1	0	11	3	2	4	4	-5	-7	7	3	20
O=c1c2ccccc2nc(Cc2ccccc2)n1-c1ccc(O)cc1	-74	-12	-15	-3	-4	-4	1	-10	-3	8	-20
CC(C)COc1ccc(Cc2c(O)[nH]c(=S)[nH]c2=O)cc1	5	-8	-5	10	0	-5	-16	-6	14	-2	-1
COc1ccc(CN2CCN(c3ccccc3)CC2)c(C)c1C	-3	8	4	15	0	11	-4	-11	0	0	6
Clc1ccc(-c2nc3ccc(Cl)cn3c2CN2CCOCC2)cc1	2	9	-3	1	2	1	-54	2	-61	-6	-14
COC(=O)C1=C(c2ccc(-c3ccccc3)c(F)c2)C[C@@H]2CC[C@H]1N2C(=O)NCc1ccco1	2	12	37	10	21	13	-1	-12	25	6	14
Cc1cc(/C=C2\C(=O)NC(=O)N(c3cccc(F)c3)C2=O)c(C)n1-c1ccc(C(=O)O)c(Cl)c1	5	-5	1	4	-2	17	-1	-1	-1	8	7

Screening data: PubChem, several laboratories

This is a subset, so the mix of outcomes need not match the whole.
